# PPARg SRC-3 ag: PPARgamma-driven SRC-3 recruitment agonism | P37231 | biochemical PPARgamma/SRC-3 coactivator recruitment assay | activation, % at 8 µM | hit rate 0.26% among 200,000; in the data active = activation above about 23%;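 also: 0% = DMSO and 100% = reference agonist; some compounds past the cut are filed as inactive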
# Target sequence (P37231 whole entry, looked up): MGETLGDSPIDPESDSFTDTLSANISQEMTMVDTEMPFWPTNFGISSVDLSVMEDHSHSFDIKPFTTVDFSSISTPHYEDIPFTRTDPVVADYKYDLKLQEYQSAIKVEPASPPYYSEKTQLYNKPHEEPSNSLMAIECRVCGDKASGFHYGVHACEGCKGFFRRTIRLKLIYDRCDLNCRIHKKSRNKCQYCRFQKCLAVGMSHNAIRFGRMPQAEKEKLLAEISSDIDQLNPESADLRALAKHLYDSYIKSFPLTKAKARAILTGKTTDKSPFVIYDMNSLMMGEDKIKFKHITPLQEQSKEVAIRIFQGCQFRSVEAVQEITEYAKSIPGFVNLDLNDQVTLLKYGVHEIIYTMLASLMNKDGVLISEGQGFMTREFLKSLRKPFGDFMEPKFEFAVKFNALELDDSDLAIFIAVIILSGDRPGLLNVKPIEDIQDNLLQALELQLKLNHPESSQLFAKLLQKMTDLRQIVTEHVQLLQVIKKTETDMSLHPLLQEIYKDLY
# HMGR II inh: inhibitors of class II HMG-CoA reductase from Enterococcus faecalis; purified E. faecalis HMGR, NADPH absorbance 340 nm kinetic; inhibition, % at 10 µM; hit rate 0.41% among 190,000; AID 1066;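 active = inhibition above a set limit, the median over all tested compounds plus 3 SD, cut at about 9.5% in these data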;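 also: enzyme runs in reverse so mevalonate oxidation gives rising NADPH absorbance; 0% = complete reaction with DMSO and 100% = background rate lacking mevalonate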
# TNAP act hi DEA: increases human TNAP activity under high phosphate acceptor concentration | purified TNAP, CDP-star luminescence, 1 M DEA, 30 min; active compounds read high; 0 = EDTA background, 1 = DMSO-only activity | activation factor at 20 µM | 200,000 tested, under 10 active;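 active = activation factor at least 2 at 20 µM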
# Target sequence (P05186 whole entry, looked up): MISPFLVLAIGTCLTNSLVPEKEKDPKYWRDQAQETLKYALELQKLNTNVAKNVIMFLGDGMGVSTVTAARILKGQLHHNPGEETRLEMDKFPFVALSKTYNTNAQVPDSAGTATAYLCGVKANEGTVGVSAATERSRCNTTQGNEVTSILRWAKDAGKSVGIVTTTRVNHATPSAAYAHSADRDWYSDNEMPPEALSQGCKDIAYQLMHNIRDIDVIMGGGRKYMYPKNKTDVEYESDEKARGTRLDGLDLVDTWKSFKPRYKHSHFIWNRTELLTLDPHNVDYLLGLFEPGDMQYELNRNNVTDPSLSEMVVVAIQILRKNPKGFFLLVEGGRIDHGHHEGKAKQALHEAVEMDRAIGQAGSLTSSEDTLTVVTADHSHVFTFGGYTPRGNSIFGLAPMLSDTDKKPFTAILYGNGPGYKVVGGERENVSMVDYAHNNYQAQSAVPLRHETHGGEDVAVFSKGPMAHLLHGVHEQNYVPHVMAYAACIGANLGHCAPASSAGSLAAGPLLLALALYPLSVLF
#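 system = human TNAP | amount = enzyme diluted 1/800 final | reagent = 100 µM CDP-star substrate | signal = luminescent substrate turnover signal | dosing = one dose, 20 µM | benchmarks = EDTA negative control, DMSO positive control | measure = activation factor | timing = 30 min reaction, room temperature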
# bIAP act: intestinal alkaline phosphatase (bovine) activation. hit rate 0.17% among 200,000. AID 1016. activation factor at 20 µM. purified bovine IAP, CDP-star luminescence, 30 min; active compounds read high; fold of DMSO-control signal, blank-subtracted;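 active = activation factor of 2 or more at 20 µM, a signal rise over negative controls twice the positive control's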
# SRC2 TRFRET art: counter-screen for PPARgamma SRC-2 recruitment agonists: TR-FRET artefact | AID 1049 | active compounds read high | hit rate 0.4% among 200,000 | TR-FRET ratio at 8 µM; in the data active = TR-FRET ratio above about 2000; also: inactives centre near 1500
# TNAP inh noacc: inhibitors of human TNAP without phosphate acceptor; P05186; purified TNAP, CDP-star luminescence, 30 min; inhibition, % at 20 µM; hit rate 0.26% among 200,000;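 active = tissue-nonspecific alkaline phosphatase inhibition above about 50% at 20 µM in the single-dose screen, limit read from the data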;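 also: 0% = DMSO negative control and 100% = EDTA positive control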
# PPARg SRC2 recr: agonists of SRC-2 recruitment by human PPARgamma | P37231 | PPARgamma LBD-SRC-2 recruitment, biochemical | activation, % at 8 µM | hit rate 0.34% among 200,000; in the data active = activation above about 22%;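 also: 0% = vehicle and 100% = reference agonist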
# PPARg SRC-1 ag: agonists of human PPARgamma SRC-1 coactivator recruitment | hit rate 0.41% among 200,000 | PPARgamma-SRC-1 coactivator recruitment biochemical assay | activation, % at 8 µM | AID 631; in the data active = activation above about 19%;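 also: 0% = DMSO and 100% = reference agonist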
# bIAP inh: blocks bovine intestinal alkaline phosphatase activity; inhibition, % at 20 µM; 190,000 tested, under 10 active; purified bovine IAP, CDP-star luminescence, 30 min; AID 1019;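 active = over 50% inhibition of intestinal alkaline phosphatase at 20 µM in the single-dose screen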
#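 System: Purified bovine intestinal alkaline phosphatase (IAP) enzyme | Input: IAP diluted 1/65,000,000 in the well | Also added: CDP-star chemiluminescent phosphatase substrate, 30 µM final | Dosing: 20 µM single dose | Times: Enzyme reaction for 30 min at room temperature | Detection: Luminescence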
# TNAP inh hi DEA: TNAP (human) inhibition, high acceptor. P05186. purified TNAP, CDP-star luminescence, 1 M DEA. inhibition, % at 20 µM. hit rate 0.03% among 200,000;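 active = over 50% inhibition of tissue-nonspecific alkaline phosphatase at 20 µM in the single-dose screen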;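 also: plate controls were DMSO wells for no effect and EDTA-quenched wells as full inhibition for full effect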
# Starred values were filed as active, the others as inactive. Rows are unselected; about 1.6% have a hit in one of these screens.
nr	SMILES	PPARg SRC-3 ag	HMGR II inh	TNAP act hi DEA	bIAP act	SRC2 TRFRET art
1	Nc1nc(NC(=O)Cc2ccccc2)nn1-c1ccccc1	-5	-2	1	0.9	1357
2	COc1ccc(-c2noc(CCC(=O)O)n2)cc1	0	-1	1	1.1	1533
3	COc1ccc(-c2csc(NC(=O)C3CCCO3)n2)cc1 (centres undefined)	12	-9	1	0.9	1601
4	COCCCN1C(=O)c2[nH]nc(-c3cc(C)cc(C)c3O)c2C1c1ccc(O)c(OC)c1 (centres undefined)	-5	-1	1	1.1	1655
5	COc1ccc(-c2cc(C(F)(F)F)n3nc(C(=O)N4CCCCC4)cc3n2)cc1	1	0	1.1	1.1	1486
6	CCc1ccc(N2C(=O)CC(N3CCN(Cc4ccc5c(c4)OCO5)CC3)C2=O)cc1 (centres undefined)	0	2	1.1	1	1498
7	COc1cc(C(=O)N(Cc2cc3ccccc3[nH]c2=O)CC2CCCO2)cc(OC)c1OC (centres undefined)	-2	3	1	1	1725
8	CC(C)(O)C(=O)NNC(=S)Nc1cccc(C(F)(F)F)c1	7	-1	1	1.4	1551
9	CC1CN(C(=O)c2cccc(S(=O)(=O)Nc3cc(Cl)ccc3Cl)c2)CC(C)O1 (centres undefined)	4	4	1	1	1774
10	Cc1ccc(-n2c(SCC(=O)Nc3ccc4c(c3)OCO4)nnc2-c2cccs2)cc1	0	1	1	0.8	1654
11	Cc1cc(C)cc(NC(=S)N(CCCN2CCN(C)CC2)Cc2cccs2)c1	5	2	1	1.1	1634
12	O=c1oc(/C=C/c2ccccc2)nc2ccccc12	7	-6	1	1	1709
13	Cc1ccc(SCC(=O)Nc2ccc(S(=O)(=O)Nc3nccs3)cc2)cc1	2	-6	1	1	1649
14	C=CCOc1ccc2ccccc2c1CNc1ncn[nH]1	8	-4	1	1.2	1522
15	O=C(CSc1nc(-c2ccco2)cc(C(F)(F)F)n1)Nc1ccc2c(c1)CCC2	-2	-1	1.1	1	1503

nr	TNAP inh noacc	PPARg SRC2 recr	PPARg SRC-1 ag	bIAP inh	TNAP inh hi DEA
1	-7	-5	3	14	0
2	-9	3	1	-9	-2
3	-2	6	2	10	3
4	-5	4	0	-9	-4
5	6	-2	0	-5	-5
6	-9	3	5	3	-5
7	-9	6	6	-3	-3
8	-111	8	2	-37	-3
9	-12	11	10	-3	-2
10	-2	10	7	21	-3
11	-5	4	-2	-7	-3
12	-2	0	6	-2	0
13	-4	4	8	0	2
14	-9	5	2	-16	-2
15	2	-1	0	3	-7

# Later entries.
nr	SMILES	PPARg SRC-3 ag	HMGR II inh	TNAP act hi DEA	bIAP act	SRC2 TRFRET art
16	COC(=O)N1[C@H](C)C=C[C@]1(Cc1ccccc1)C(=O)O	-1	-3	1	1	1500
17	Cc1ccc2oc(-c3cccc(NC(=O)/C=C/c4cccc([N+](=O)[O-])c4)c3C)nc2c1	3	-4	1	1.3	1651
18	Cc1ccc(NC(=S)NCC2CCCO2)cc1C (centres undefined)	-5	-4	1	0.6	1505
19	Cc1[nH]c2ccc(F)cc2c1CCN(Cc1ccco1)C(=S)NC(C)(C)C	-1	-6	1	0.9	1615
20	COc1ccc(Nc2nc3ccccc3n3nnnc23)cc1	1	-7	1	0.9	1601
21	CCC(C(=O)Nc1ccccc1C(=O)N1CCOCC1)N1C(=O)c2ccccc2C1=O (centres undefined)	-7	-3	1	0.9	1509
22	C/C(=N/OCO/N=C(\C)c1ccc(F)cc1F)c1ccc(F)cc1F	1	1	1	1	1562
23	CCCN1CCN(S(=O)(=O)c2ccc(OC)c(Br)c2)CC1	2	-13	1.1	1.1	1524
24	Cc1ccc(Nc2nc(/N=C/NO)n[nH]2)cc1C	3	-1	1	1.2	1525
25	O=C1Nc2ccc([N+](=O)[O-])cc2OC1CCN1CCOCC1 (centres undefined)	3	-7	1	0.8	1585
26	COC(=O)C1=C(C)NC2=C(C1c1ccc(O)cc1)S(=O)(=O)c1ccccc12 (centres undefined)	-13	2	1.1	1	1414
27	O=C(c1csc2ccccc12)N1CCCCCC1	6	-5	1.1	0.8	1427
28	CCC(C)N(C)C(=O)c1cc2ccccc2c(-c2ccccc2Cl)n1 (centres undefined)	4	-8	1	1.1	1496
29	O=C(NNC(=S)Nc1ccccc1)c1cccs1	0	-2	1	1	1586
30	CS(=O)c1ccccc1-c1nc(-c2cc(C(F)(F)F)cc(C(F)(F)F)c2)no1 (centres undefined)	-6	0	1.1	1	1358

nr	TNAP inh noacc	PPARg SRC2 recr	PPARg SRC-1 ag	bIAP inh	TNAP inh hi DEA
16	-10	2	4	4	-3
17	-3	8	12	-29	2
18	-3	8	1	36	3
19	3	10	7	5	3
20	2	-7	-5	11	1
21	-7	4	-5	7	-1
22	-11	2	2	-2	-1
23	-10	-1	7	-7	-8
24	-105	3	5	-18	-4
25	2	0	3	20	3
26	-6	-2	-4	4	-11
27	-14	5	-1	17	-6
28	-3	-3	-10	-7	1
29	-145	-4	-6	2	-4
30	-9	-8	-10	-3	-9

# Continued:
nr	SMILES	PPARg SRC-3 ag	HMGR II inh	TNAP act hi DEA	bIAP act	SRC2 TRFRET art
31	Cc1ccc(C)c(NC(=S)N(CCc2nc3cc(C)c(C)cc3[nH]2)Cc2cccnc2)c1	4	2	1	1.1	1628
32	Cc1ncoc1C(=O)N1CCCC(C(=O)c2ccc(-c3ccccc3)c(F)c2)C1 (centres undefined)	1	-1	1	1	1281
33	Cc1nn(-c2ccccc2)c(C)c1NC(=O)COc1ccc(Cl)cc1Cl	2	-3	1.1	0.9	1615
34	CCC(C)n1c(/C=C/c2ccccc2)nc2ccccc21 (centres undefined)	8	-3	1	1.1	1590
35	N/C(=N\OC(=O)Cc1ccc([N+](=O)[O-])cc1)c1ccccn1	1	-3	1	1.2	1440
36	CCOC(=O)N1CCN(C(=O)c2ccc3nc(N4CCC(C)CC4)sc3c2)CC1	6	-1	1	1.2	1471
37	Cc1cc2c(cc1C)CSC(c1ccccc1OC(=O)C(C)C)SC2	-1	-1	1.1	0.9	1326
38	O=C(O)c1ccc(-n2cccn2)c([N+](=O)[O-])c1	-4	0	1.1	1	1609
39	CC(=O)c1cc(CN2C(=O)CCC2=O)cs1	1	-1	1	1	1490
40	O=C(OCC(=O)N1CCCc2ccccc21)c1cnc(Cl)c(Cl)c1	-3	-1	1	0.9	1495
41	COC(=O)C1=C(N)c2c(F)cccc2C1(C#N)c1ccccc1 (centres undefined)	1	1	1	0.9	1768
42	Cc1cc2cc(CCNC(=O)CC(C)C)c(=O)[nH]c2cc1C	4	-6	1	0.9	1398
43	Cc1cccc(C)c1NC(=O)CSc1nc(COc2ccccc2)nc2ccccc12	-1	3	1	0.9	1557
44	COCC(=O)N1CCN(c2cccc(C(F)(F)F)c2)CC1	-1	-5	1.1	0.9	1737
45	O=C(C1CCC1)N1CCC(c2nc3c(nnn3Cc3c(F)cccc3Cl)c(=O)[nH]2)CC1	9	-3	1.1	0.9	1606

nr	TNAP inh noacc	PPARg SRC2 recr	PPARg SRC-1 ag	bIAP inh	TNAP inh hi DEA
31	-3	10	1	-12	-3
32	-1	4	6	-3	-4
33	1	10	0	6	-10
34	-22	4	6	-8	-2
35	-1	-5	-2	-15	5
36	4	-6	10	-16	-3
37	-9	0	-3	7	-6
38	-11	-1	1	0	-8
39	6	-1	15	2	-4
40	-12	2	0	6	-2
41	-6	12	-1	12	1
42	-7	-2	-1	10	1
43	10	8	-1	10	0
44	-10	0	0	5	-7
45	-13	14	2	6	-7

# Retrieved one by one from the entries so far, two records:
nr	SMILES	PPARg SRC-3 ag	HMGR II inh	TNAP act hi DEA	bIAP act	SRC2 TRFRET art
43	Cc1cccc(C)c1NC(=O)CSc1nc(COc2ccccc2)nc2ccccc12	-1	3	1	0.9	1557
19	Cc1[nH]c2ccc(F)cc2c1CCN(Cc1ccco1)C(=S)NC(C)(C)C	-1	-6	1	0.9	1615

nr	TNAP inh noacc	PPARg SRC2 recr	PPARg SRC-1 ag	bIAP inh	TNAP inh hi DEA
43	10	8	-1	10	0
19	3	10	7	5	3

# More records.
nr	SMILES	PPARg SRC-3 ag	HMGR II inh	TNAP act hi DEA	bIAP act	SRC2 TRFRET art
46	CC1(c2ccccc2)CC(c2ccccc2)=Nc2nonc2N1 (centres undefined)	-2	-1	1	0.6	1812
47	CCOC(=O)CN(C(=O)Cn1nnc2ccccc21)C(C(=O)NCCOC)c1ccccc1C (centres undefined)	10	1	1.1	0.9	1563
48	CCN(CCCNC(=O)C1CCN(S(=O)(=O)N2CCC3(CC2)OCCO3)CC1)c1ccccc1	-2	-1	1	1.1	1523
49	Cc1ccc(Cn2cnc3c(cnn3-c3ccc(F)cc3)c2=O)cc1	3	-4	1	0.7	1614
50	Cc1cc(C)nc(N2CCC(C(=O)Nc3ccc4c(c3)OCO4)CC2)n1	16	-6	1.1	1	1654
51	CSc1cccc(NC(=S)N2CCCN(Cc3ccc(F)cc3)C2)c1	2	0	1.1	0.9	1419
52	Cc1cc(C(=O)CSc2nnc(-c3ccc(F)cc3)o2)c(C)n1CC1COc2ccccc2O1 (centres undefined)	13	-2	1.1	0.9	1657
53	CCS(=O)(=O)N1CCN(CC(=O)NC2CCCCC2)CC1	3	-9	1.1	0.9	1729
54	CC(C)C(O)C1CCN(Cc2nc(Cc3ccccc3Cl)no2)CC1 (centres undefined)	1	-1	1	1.1	1456
55	CCOC(=O)c1c(NC(C)=O)sc2c1CCC(C=O)=C2Sc1ccccc1	0	2	1	0.9	1636
56	COCCn1c(-c2ccc(-c3ccc([N+](=O)[O-])cc3Br)o2)nc2c1c(=O)[nH]c(=O)n2CC(C)C	5	-3	1	1.1	1751

nr	TNAP inh noacc	PPARg SRC2 recr	PPARg SRC-1 ag	bIAP inh	TNAP inh hi DEA
46	-8	7	12	36	-5
47	-13	-1	4	14	-5
48	2	0	4	-15	-1
49	-12	-2	0	35	-4
50	-14	0	-3	2	-9
51	-2	-1	-5	10	-6
52	-1	1	5	10	-7
53	-14	11	0	5	-8
54	-5	11	10	-5	-5
55	-8	13	2	8	0
56	12	9	0	-14	4

# Among those listed so far, these contain a CF3 group:
nr	SMILES	PPARg SRC-3 ag	HMGR II inh	TNAP act hi DEA	bIAP act	SRC2 TRFRET art
5	COc1ccc(-c2cc(C(F)(F)F)n3nc(C(=O)N4CCCCC4)cc3n2)cc1	1	0	1.1	1.1	1486
8	CC(C)(O)C(=O)NNC(=S)Nc1cccc(C(F)(F)F)c1	7	-1	1	1.4	1551
15	O=C(CSc1nc(-c2ccco2)cc(C(F)(F)F)n1)Nc1ccc2c(c1)CCC2	-2	-1	1.1	1	1503
30	CS(=O)c1ccccc1-c1nc(-c2cc(C(F)(F)F)cc(C(F)(F)F)c2)no1 (centres undefined)	-6	0	1.1	1	1358
44	COCC(=O)N1CCN(c2cccc(C(F)(F)F)c2)CC1	-1	-5	1.1	0.9	1737

nr	TNAP inh noacc	PPARg SRC2 recr	PPARg SRC-1 ag	bIAP inh	TNAP inh hi DEA
5	6	-2	0	-5	-5
8	-111	8	2	-37	-3
15	2	-1	0	3	-7
30	-9	-8	-10	-3	-9
44	-10	0	0	5	-7

# Bioassay records from PubChem BioAssay.
